# High-throughput results: PubChem BioAssay, National Center for Advancing Translational Sciences (NCATS)
# D2 antag = antagonizes the human D2 dopamine receptor; P14416; HEK293 TREx D2 cells, calcium flux, dopamine EC80; inhibition, % at 10 µM; actives 2% (n = 340,000); in the data active = inhibition above about 30%; also: 0% is about no effect
# Target sequence (P14416 whole entry, looked up): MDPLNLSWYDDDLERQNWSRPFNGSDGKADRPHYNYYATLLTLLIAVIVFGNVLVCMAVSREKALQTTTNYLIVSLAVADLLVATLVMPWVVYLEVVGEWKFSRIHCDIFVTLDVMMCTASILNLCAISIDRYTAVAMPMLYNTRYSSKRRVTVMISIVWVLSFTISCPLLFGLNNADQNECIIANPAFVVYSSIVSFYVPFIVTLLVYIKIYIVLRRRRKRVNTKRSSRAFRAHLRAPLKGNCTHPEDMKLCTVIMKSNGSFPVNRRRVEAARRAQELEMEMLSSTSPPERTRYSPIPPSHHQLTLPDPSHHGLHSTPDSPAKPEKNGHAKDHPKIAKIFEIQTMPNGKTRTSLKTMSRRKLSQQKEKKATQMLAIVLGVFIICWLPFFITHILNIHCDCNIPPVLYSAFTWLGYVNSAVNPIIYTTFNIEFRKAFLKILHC
#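 Compounds are added to dye-loaded, induced HEK293 T-REx cells coupled to calcium release via D2; after a 3 min kinetic read an EC80 dopamine stimulus is given and fluorescence is recorded for 3 more min.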
# D2 potentiator = positively modulates the human D2 dopamine receptor allosterically. P14416. HEK293 T-REx D2, calcium flux, EC20 dopamine potentiation. potentiation, % at 10 µM. actives 0.34% (n = 340,000);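 active = potentiation over 3 SD above the plate norm, cut at about 30% in these data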; also: 0% is about no effect
#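 Calcium flux readout, no-wash dye, 1 read/s. Inducible HEK293 Trex D2 line, overnight 30 C. Compound alone 180 s (agonist flags), then EC20 dopamine, another 180 s to score potentiation.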
# TRHR enhancer = allosterically enhances the human TRH receptor | enhancement, % at 2 µM | TRHR cells, fluo-8 calcium fluorescence, EC20 TRH enhancement | actives 0.66% (n = 360,000) | AID 493056; in the data active = enhancement above about 30%; also: 0% is about no effect
#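 TRHR-expressing cells loaded with fluo-8 calcium dye were read kinetically (ex 480/em 530) during compound addition, then stimulated with an EC20 of TRH (10 nM final). Enhancement of the Gq-mediated intracellular calcium response was scored.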
# D2 ag = D2 dopamine receptor (human) agonism; P14416; HEK293 T-REx D2 cells, calcium flux agonist mode; activation, % at 2 µM; actives 0.53% (n = 340,000); AID 485358;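 active = activation over 3 SD above normal in the single-dose calcium agonist read, cut at about 30% in these data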; also: 0% is about no effect
#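 In this primary screen, compounds producing a positive calcium signal within 180 s of addition to tetracycline-induced, force-coupled HEK293 Trex D2 cells are flagged; cells are dye-loaded with a no-wash calcium kit beforehand.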
# D1 PAM = enhances dopamine response at the human D1 receptor | P21728 | potentiation, % at 10 µM | actives 0.036% (n = 360,000) | HEK293 TREx D1 cells, calcium flux, dopamine EC20 potentiation; in the data active = potentiation above about 30%; also: 0% is about no effect
# Target sequence (P21728 whole entry, looked up): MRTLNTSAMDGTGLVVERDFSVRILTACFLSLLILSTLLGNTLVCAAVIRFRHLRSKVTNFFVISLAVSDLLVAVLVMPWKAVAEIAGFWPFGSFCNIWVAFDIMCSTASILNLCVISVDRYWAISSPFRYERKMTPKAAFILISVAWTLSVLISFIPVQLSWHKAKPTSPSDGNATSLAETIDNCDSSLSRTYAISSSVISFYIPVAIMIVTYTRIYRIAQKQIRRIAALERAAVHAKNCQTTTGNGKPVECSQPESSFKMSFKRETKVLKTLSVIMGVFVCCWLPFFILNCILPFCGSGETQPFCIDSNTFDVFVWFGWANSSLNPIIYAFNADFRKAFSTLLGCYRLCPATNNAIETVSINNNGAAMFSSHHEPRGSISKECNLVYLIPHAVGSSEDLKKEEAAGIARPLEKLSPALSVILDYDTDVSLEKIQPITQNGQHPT
# RXFP1 agonist = RXFP1 (human) receptor agonism | Q9HBX9 | Potency, µM (titrated, usually from 57.5 µM), for inactives: at the top dose activation, most hits filed as activators | actives 0.3% (n = 370,000) | HEK293T-RXFP1 cAMP TR-FRET, 30 min; response scale: percent of porcine relaxin response, buffer zero; active = well fitted activation curve with a large enough effect; inconclusive = small, poorly fitted or top-dose-only effect; also: potency is read from the fitted curve at half-maximal effect; % is scaled to controls: 0 for no effect and ±100 for the full control effect; nearly all actives have a fitted effect of over 60% in size; many of its hits are not listed in these tables
#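 Agonist response is measured as cAMP accumulation in an RXFP1-transfected HEK293T line under PDE4 inhibition. Values are scaled between buffer-only and 29 nM porcine relaxin, and EC50s come from standard Hill equation fits.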
# RXFP1 antag = RXFP1 (human) relaxin receptor antagonism | Q9HBX9 | HEK293-RXFP1, relaxin-stimulated cAMP HTRF, 30 min; stronger effect = lower value | activity change, negative = inhibition, % at 57.5 µM | actives 0.59% (n = 350,000);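 active = activity change of -60% or lower, but not beyond a set lower limit; inconclusive = change between -60% and -40%, or beyond the set limit; inactive = change above -40%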; also: % is scaled to controls: 0 for no effect and ±100 for the full control effect
# D1 antag = human D1 dopamine receptor antagonism | actives 3.2% (n = 360,000) | activity change, negative = inhibition, % at 10 µM | HEK293 TREx D1 cells, calcium flux, dopamine EC80; stronger effect = lower value | P21728; in the data active = activity change below about -30%; also: % is scaled to controls: 0 for no effect and ±100 for the full control effect
#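 Using tetracycline-induced force-coupled D1 Hek293 cells and a calcium dye, signals were followed for 180 s after compound, then for 180 s after EC80 dopamine, to detect inhibitors.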
# D1 ag = activates the human D1 dopamine receptor | activation, % at 2 µM | P21728 | actives 1% (n = 360,000) | HEK293 T-REx D1 cells, calcium flux, agonist mode; in the data active = activation above about 30%; also: 0% is about no effect
#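 Agonism was scored from calcium flux recorded over 180 s (1 read/s) after pintool compound addition, following a 10-cycle baseline. Cells were inducible force-coupled HEK293 TREx D1, plated overnight at 30 C and loaded with no-wash calcium dye.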
# * marks the source's active call; other numbers are inactive results; ? = inconclusive; · = no result given. Only part of the results is shown (hit frequency here may not be typical).
SMILES,D2 antag,D2 potentiator,TRHR enhancer,D2 ag,D1 PAM,RXFP1 agonist,RXFP1 antag,D1 antag,D1 ag
CC(C)CCC1CC(CSC(=N)N)OC1=O (stereo not given),-18,-6,13,-0.4,-1,-1.0%,-2,14,3
COc1cc(OC)cc(N2C(=O)N(CC(=O)c3ccc(F)cc3)c3ccccc3S2(=O)=O)c1,·,4,-3,-6.1,-2,5.3%,1,1,10
CCOC(=O)C1CCCN(C(=O)c2sc3nc(C)nc(N(CC)CC)c3c2C)C1 (stereo not given),-6,-16,-4,-0.5,-4,5.7%,12,1,3
O=[N+]([O-])c1ccc2nc(SCc3cn4ccccc4n3)[nH]c2c1,-5,7,-5,0.0,0,1.3%,-6,-16,3
Cc1csc(NC(=O)CSc2ccc(-c3ccccn3)nn2)n1,-4,8,2,-0.8,1,3.1%,3,-98*,-3
COc1ccc2[nH]c(=O)c(C3c4cc(OC)c(OC)cc4CCN3C(=O)c3ccco3)cc2c1 (stereo not given),-7,-7,2,-0.3,-5,0.8%,-5,2,0
Cc1ccc(OCCC(=O)OCC(=O)c2ccc3c(c2)NC(=O)CO3)cc1,·,-6,10,·,-3,19%,-3,-13,6
O=C(CSc1nc2ccccc2c(=O)[nH]1)c1ccc(O)c(O)c1,23,1,-6,-1.7,1,-0.7%,-1,4,0
CCOc1ccc(-c2cc(C(=O)NCCc3ccc(OC)c(OC)c3)c3c(-c4ccc(F)cc4)[nH]nc3n2)cc1,·,4,-4,0.1,-3,0.8%,0,-19,6
CC1(CC(=O)N/N=C/c2ccc(-c3ccc(Cl)cc3)o2)OCCO1,-3,11,14,0.0,-5,-0.2%,-2,5,1
COc1ccc(-n2nc(C(=O)NCC(=O)NC3CCCCC3)c3ccccc3c2=O)cc1,-9,2,-1,2.2,-2,9.7%,6,-5,2
Cc1ccc(C)c(CSc2nnc([C@@H](N)C(C)C)o2)c1,2,7,-3,0.8,2,-2.2%,0,5,2
Cc1ccc2c(c1)nnn2C1CCN(S(=O)(=O)c2ccc(C(=O)N3C(C)CCCC3C)cc2)CC1 (stereo not given),2,11,2,0.0,-2,1.3%,-22,-21,7
CC1Cc2cc(S(=O)(=O)CCC(=O)NCc3ccccc3Cl)ccc2N1C(=O)C1CC1 (stereo not given),·,4,-1,0.2,-2,1.8%,7,-7,2
Cc1ccccc1/C(N)=N/OC(=O)c1cccs1,·,·,0,·,-1,0.5%,·,6,1
CC(NC(=O)COC(=O)CCc1nc(=O)c2ccccc2n1C)c1ccccc1 (stereo not given),-13,-11,-2,1.4,-4,7.2%,5,7,1
Clc1ccc(-c2nnc(-c3ccc(Br)o3)o2)c(Cl)c1,-18,-1,1,-0.8,-2,0.6%,-8,0,3
Cc1nn(C)c(C)c1S(=O)(=O)NC1CCCc2ccccc21 (stereo not given),3,7,7,-0.5,-1,0.7%,9,-10,3
Cc1oncc1C(=O)Nc1ccc2ccccc2c1,-7,8,2,-0.2,-5,0.1%,-1,13,4
Cc1ccc(Cl)cc1NC(=O)C(NS(=O)(=O)c1ccc2c(c1)CCC(=O)N2)c1ccccc1 (stereo not given),·,-3,-1,-0.1,4,-1.3%,·,6,-1
Cc1cc(-c2nc3ccccc3c(=O)o2)ccc1[N+](=O)[O-],2,4,-2,1.4,0,19%,-15,-15,6
O=C(CCN1C(=O)/C(=C/c2cccs2)SC1=S)Nc1ccccc1O,-23,6,5,2.2,-5,-0.8%,-19,-15,7
Cc1cccc(-c2noc(-c3ccc(Cl)cc3[N+](=O)[O-])n2)c1,-16,-1,-2,-1.0,2,0.8%,10,2,8
CCC(Sc1ncccc1C(=O)O)C(=O)N1CCOCC1 (stereo not given),2,4,-1,-1.3,1,3.8%,-10,-12,0
CCN(CC)C(=O)CNc1ccc(C(F)(F)F)cc1[N+](=O)[O-],3,9,0,0.5,-5,5.8%,-2,15,6
Cc1c(C(=O)N2C[C@@H](C)O[C@@H](C)C2)oc2c(F)cccc12,18,-2,-6,0.3,-3,-0.9%,-4,-9,3
O=C(Nc1ccccc1)c1c(F)c(F)c(F)c(F)c1F,-39,-6,-4,0.5,-4,1.8%,0,-21,2
CC1CCN(S(=O)(=O)c2ccc3c(c2)N(CC(=O)NCc2cccnc2)C(=O)CS3)CC1,9,-5,1,0.2,-7,-0.9%,-5,2,2
CCCCN1C2=NCCCN2c2ccccc21,-24,-3,-3,0.5,-6,1.3%,7,-12,2
Cc1c(NC(=O)C2CCCO2)cccc1[N+](=O)[O-] (stereo not given),·,·,-4,·,-6,0.0%,·,-1,1
c1ccc2c(c1)OCC(c1nn3c(Cn4nnc5ccccc54)nnc3s1)O2 (stereo not given),-4,-2,4,1.0,-4,4.2%,-8,-25,13
CCOC(=O)C1CCN(C(=O)c2cccnc2Cl)CC1,0,-3,3,-1.2,-2,0.1%,29,-3,1
CCC1=Nc2cc(C(=O)NC3CCC(C)CC3)ccc2Sc2ccc(C)cc21 (stereo not given),·,-3,-3,0.7,-2,0.6%,-22,-15,1
COc1ccc(-c2noc(CSc3nnc(-c4ccc(Cl)cc4)n3C)n2)cc1OC,·,0,0,-0.6,-3,-3.5%,·,-31*,-1
COc1ccc(CNC(=O)CCc2nc(-c3ccccc3F)no2)c(OC)c1,-6,0,3,0.1,1,1.9%,-4,-2,-3
COc1ccc(CNCCNC(=O)c2cccs2)c(OC)c1OC,7,2,0,-2.2,-3,-0.7%,-2,1,3
CCOc1ccc(NC(=O)c2cc3c(=O)n(Cc4cccs4)ccc3nc2C)cc1,·,9,3,0.6,-4,-0.1%,-26,3,2
Cc1ncc(CN2CCCC(C(=O)Nc3ccc(-c4ccco4)cc3)C2)cn1 (stereo not given),1,12,3,-0.5,2,-1.5%,8,20,4
CCOc1ccc(NC(=O)C(C)N2C(=O)c3ccccc3C2=O)cc1 (stereo not given),19,14,7,0.6,-8,0.0%,8,-43*,0
O=C1c2ccccc2C(=O)N1CCCCSc1nc2ccccc2o1,-11,4,1,1.2,-4,0.3%,-7,-3,12
Nc1nncn1C(=O)c1ccc(Cl)cc1Cl,-26,-4,-4,-1.7,7,1.3%,4,1,4
Nc1nc(N2CCCCC2)nc(N2CCCCC2)n1,-3,-6,-6,0.9,-10,-1.0%,-25,11,2
FC(F)(F)c1ccc(C2[C@H]3CN(Cc4ccc(-c5ccccc5)cc4)[C@H](c4ccccc4)C34CC2(c2ccccc2)C4)cc1 (stereo not given in full),35*,7,-3,0.0,-1,7.0%,·,-25,1
COCCNC(=O)c1cccc(-n2c(C)nc3cccnc32)c1,·,-4,3,0.2,0,23%,6,2,-1
CC(=O)Nc1c(C(=O)Nc2ccccc2F)oc2ccccc12,·,-4,1,-1.1,0,16%,·,0,0

# Arranged by heavy-atom count (high to low): some entries from above.
SMILES,D2 antag,D2 potentiator,TRHR enhancer,D2 ag,D1 PAM,RXFP1 agonist,RXFP1 antag,D1 antag,D1 ag
CCOc1ccc(NC(=O)c2cc3c(=O)n(Cc4cccs4)ccc3nc2C)cc1,·,9,3,0.6,-4,-0.1%,-26,3,2
COCCNC(=O)c1cccc(-n2c(C)nc3cccnc32)c1,·,-4,3,0.2,0,23%,6,2,-1
CCOC(=O)C1CCN(C(=O)c2cccnc2Cl)CC1,0,-3,3,-1.2,-2,0.1%,29,-3,1

# Continuation:
SMILES,D2 antag,D2 potentiator,TRHR enhancer,D2 ag,D1 PAM,RXFP1 agonist,RXFP1 antag,D1 antag,D1 ag
Cc1ccn2c(-c3csc(NCc4ccco4)n3)c(C)nc2c1,3,-5,-2,-0.8,-11,-0.2%,-14,-42*,8
COc1ccc2c(c1)SC1=NCCS(=O)(=O)N12,-12,8,5,-1.5,0,3.0%,-10,-4,3
CCOC(=O)N1CCC(NC(=O)c2cnn(-c3ccc(F)cc3F)c2C2CCN(C(=O)OC(C)(C)C)CC2)CC1,·,2,-8,0.4,1,-3.6%,-16,12,0
COc1cc(OC)cc(-c2nc3nc(C)c(CCC(=O)Nc4cc(C)cc(C)c4)c(C)n3n2)c1,·,2,6,0.3,-4,1.2%,·,-14,1
COc1ccc(N(CC(=O)NN=C2CCCC2)S(=O)(=O)c2ccccc2)cc1,23,-2,-5,0.9,4,0.7%,-4,-10,1
O=C(COC(=O)CNC(=O)c1ccc(Cl)cc1)Nc1ncc(C(F)(F)F)cc1Cl,-18,2,-1,0.2,-5,-0.4%,2,19,0
O=C(Nc1cccc([N+](=O)[O-])c1)c1ccc2c(c1)OCCO2,0,-8,10,0.1,-3,1.1%,·,5,2
Cc1ccc(Nc2ncc3c(n2)CC(C)(C)CC3=O)cc1,-7,4,0,0.0,1,-0.4%,3,-1,-1
CCn1c(=O)c2sccc2n2c(CCCC(=O)N3CCN(c4cc(C)ccc4C)CC3)nnc12,·,-14,2,0.9,-5,1.8%,-9,0,1
Cc1cc(C)c2c(CN3CCN(C/C=C/c4ccccc4)CC3)cc(=O)oc2c1,-9,3,1,-1.0,-6,0.6%,-8,21,7
COC(=O)c1c(NC(=O)c2cccnc2Cl)sc(C(=O)N(C)C)c1C,9,7,2,1.3,-8,3.1%,5,-23,0
O=C1CC(=C2c3ccccc3-c3ccccc32)C(=O)N1CCCCN1CCN(c2ccccc2)CC1,44*,-16,-1,73*,-11,0.1%,13,-14,0
CCOc1ccc(OCC)c(NC(=O)C2CCCN(S(=O)(=O)c3c(C)noc3C)C2)c1 (stereo not given),3,-4,2,-0.2,5,1.9%,2,5,0
S=c1nc2ccccc2c2nc(-c3ccccc3Br)[nH]n12,·,·,7,·,0,0.9%,-2,-2,-1
CCC(C)NC(=O)CCCCCn1c(=O)[nH]c2cc(OC)c(OC)cc2c1=O (stereo not given),-12,0,5,-0.1,-5,1.9%,-3,25,0
CN(C)S(=O)(=O)N1CCN(C(=O)c2cccc(Br)c2)CC1,4,15,13,0.4,-3,-0.9%,-9,-13,1
O=C(CSCc1ccccn1)Nc1ccccc1,-12,1,0,0.4,-3,0.0%,2,3,1
CCCc1nc(SCC(=O)Nc2nnc(CC)s2)c2c(=O)n(C)c(=O)n(C)c2n1,14,17,4,0.5,-2,?,7,3,2
Nc1nnc(SCc2c(F)cccc2Cl)s1,-8,11,6,-0.3,-4,1.5%,-27,-20,2
Cc1ccc(C)c(OCCC(=O)NCCc2ccc(Cl)cc2)c1,1,-4,-8,-1.1,0,4.5%,-9,-13,2

# Complete entries, quoted from the list:
# CN(C)S(=O)(=O)N1CCN(C(=O)c2cccc(Br)c2)CC1 in the list: D2 antag = 4; D2 potentiator = 15; TRHR enhancer = 13; D2 ag = 0.4; D1 PAM = -3; RXFP1 agonist = -0.9%; RXFP1 antag = -9; D1 antag = -13; D1 ag = 1
# CCCc1nc(SCC(=O)Nc2nnc(CC)s2)c2c(=O)n(C)c(=O)n(C)c2n1 in the list: D2 antag = 14; D2 potentiator = 17; TRHR enhancer = 4; D2 ag = 0.5; D1 PAM = -2; RXFP1 agonist = ?; RXFP1 antag = 7; D1 antag = 3; D1 ag = 2
